# hIAP inh: human IAP inhibitors, primary screen, biochemical, luminescence, uHTS; Intestinal-type alkaline phosphatase (Homo sapiens), P09923; purified IAP, CDP-Star luminescence, 30 min; inhibition, % at 10 µM; 330,000 tested, 0.12% active; AID 2544, 2010;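 active = inhibition reaching a set limit with compound at 10 µM in the primary screen, cut at about 35% in these data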;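 also: plate controls were DMSO wells with enzyme for no effect and no-enzyme buffer wells for full effect; values of inactives mirror those of a sister screen read the other way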
# Target sequence (P09923 whole entry, looked up): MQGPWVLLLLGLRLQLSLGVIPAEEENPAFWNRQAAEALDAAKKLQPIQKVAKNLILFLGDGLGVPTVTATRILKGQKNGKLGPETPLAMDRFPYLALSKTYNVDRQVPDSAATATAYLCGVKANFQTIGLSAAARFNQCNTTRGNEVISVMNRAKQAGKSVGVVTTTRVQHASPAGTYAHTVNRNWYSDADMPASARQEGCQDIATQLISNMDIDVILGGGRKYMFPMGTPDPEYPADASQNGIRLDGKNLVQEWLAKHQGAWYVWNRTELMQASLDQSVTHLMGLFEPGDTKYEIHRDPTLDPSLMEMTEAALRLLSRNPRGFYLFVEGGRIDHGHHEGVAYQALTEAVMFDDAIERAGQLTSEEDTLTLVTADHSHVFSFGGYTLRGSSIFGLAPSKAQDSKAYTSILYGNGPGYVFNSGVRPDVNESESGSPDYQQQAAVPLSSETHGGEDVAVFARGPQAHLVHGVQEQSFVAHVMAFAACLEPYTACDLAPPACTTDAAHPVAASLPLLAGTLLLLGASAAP
# ATG4B inh: ATG4B protease inhibitors, primary screen, biochemical, fluorescence, uHTS | inhibition, % at 8.33 µM | Cysteine protease ATG4B (Homo sapiens), Q9Y4P1 | ATG4B cleavage of LC3-PLA2, NBD-HPC fluorescence, 1 h | 340,000 tested, 0.51% active; in the data active = inhibition above about 40%
# A3A deaminase: APOBEC3A ssDNA deaminase inhibitors, primary screen, selectivity assay for APOBEC3G inhibitor project, biochemical, FAM/TAMRA oligo cleavage fluorescence; inhibition, % at 20 µM; DNA dC->dU-editing enzyme APOBEC-3A (Homo sapiens), P31941; recombinant A3A, FAM/TAMRA ssDNA deamination fluorescence; AID 493011, 2011; 330,000 tested, 0.41% active;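 active = at least 40% inhibition at 20 µM here, with at most 30% in a related deaminase screen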;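 also: plate controls were A3A with DMSO for no effect and wells lacking A3A enzyme for full effect; some results filed as inactive read as strong as hits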
# Target sequence (P31941 whole entry, looked up): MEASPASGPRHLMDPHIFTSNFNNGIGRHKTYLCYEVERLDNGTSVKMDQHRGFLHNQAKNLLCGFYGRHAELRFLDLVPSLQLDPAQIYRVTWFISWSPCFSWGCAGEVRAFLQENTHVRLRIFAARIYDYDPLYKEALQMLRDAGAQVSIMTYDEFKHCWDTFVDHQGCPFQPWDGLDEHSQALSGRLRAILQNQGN
# PfG6PD inh: PfG6PD enzyme inhibitors, primary screen, biochemical, fluorescence intensity, uHTS. PfGluPho enzyme, NADPH resazurin-diaphorase fluorescence. inhibition, % at 20 µM. 350,000 tested, 0.78% active. glucose-6-phosphate dehydrogenase-6-phosphogluconolactonase (Plasmodium falciparum 3D7). AID 504690, 2011;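 active = inhibition reaching at least a set limit at 20 µM in the primary screen, cut at about 59% in these data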;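 also: 0% = DMSO wells with substrate and 100% = DMSO wells lacking glucose-6-phosphate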
# mIAP activ: activators of mouse IAP, primary screen, biochemical, luminescence, uHTS; AID 2805, 2010; activation factor at 10 µM; 330,000 tested, 0.24% active; intestinal alkaline phosphatase [Mus musculus]; muIAP, CDP-Star luminescence, 30 min; hits give high values; 1 = vehicle-only enzyme signal, 0 = enzyme-free wells;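 active = activation factor of at least 2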; also: the source names both 10 and 20 µM as test concentration; values of inactives mirror those of a sister screen read the other way
#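 System: mouse IAP enzyme. Reagent: CDP-Star chemiluminescent phosphatase substrate. Benchmarks: DMSO wells, no-enzyme wells. Times: 30 min enzyme-substrate-compound incubation at room temperature. Detection: luminescence from enzymatic CDP-Star hydrolysis. Doses: test compounds delivered from DMSO solution.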
# mIAP block: inhibitors of mouse IAP, primary screen, biochemical, luminescence, uHTS. inhibition, % at 10 µM. intestinal alkaline phosphatase [Mus musculus]. 330,000 tested, 0.2% active. purified mouse IAP, CDP-Star luminescence, 30 min;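 active = inhibition of at least 40% at 10 µM in the primary screen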;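 also: plate controls were DMSO with enzyme for no effect and no enzyme wells for full effect; values of inactives mirror those of a sister screen read the other way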
# hIAP activ: human IAP activators, primary screen, biochemical, luminescence, uHTS; purified human IAP, CDP-Star luminescence, 30 min; hits give high values; 1 = vehicle-only enzyme, 0 = enzyme-free background; AID 2524, 2010; Intestinal-type alkaline phosphatase (Homo sapiens), P09923; activation factor at 10 µM; 330,000 tested, 0.16% active;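 active = activation factor of the enzyme at least 2-fold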; also: the source names both 10 and 20 µM as test concentration; values of inactives mirror those of a sister screen read the other way
# HKDC1 inh: HKDC1 hexokinase inhibitors, primary screen, biochemical, fluorescence, uHTS. Q2TB90. inhibition, % at 20 µM. recombinant HKDC1, G6PDH/diaphorase resazurin coupled fluorescence. 340,000 tested, 0.16% active;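 active = inhibition above about 35% when tested at 20 µM, limit read from the data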;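 also: plate controls were DMSO wells with enzyme for no effect and DMSO wells lacking enzyme for full effect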
#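 Incubation: 90 min at room temperature in dark / Material: recombinant HKDC1 (HK5) hexokinase enzyme, produced in-house / Quantity: enzyme 5 µg/mL final / Compound: one dose of 20 µM, 1% DMSO / Reagent: glucose and ATP substrates / Buffer or medium: Tris pH 8.0 buffer with MgCl2, Tween-20, BSA, BME / Technique: resorufin fluorescence at 613 nm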
# * hit, by the source's call; . = not tested or not shown. Random draw from the library; any-hit rate near 2.4%.
SMILES,hIAP inh,ATG4B inh,A3A deaminase,PfG6PD inh,mIAP activ,mIAP block,hIAP activ,HKDC1 inh
COc1ccc(/C=N/NC(=O)c2cc(-c3ccccc3OC)nc3ccccc23)cc1COC(C)=O,-11,-3,-2,-22,0.94,6,1.1,-1
CCN(CC(=O)Nc1c(F)cccc1F)C(=O)CCN1C(=O)C2CCCCC2C1=O (stereo not given),-15,-6,-3,2,0.96,4,1.2,-8
CCCn1nnnc1SCC(=O)N1CCCCC1,-5,3,0,-8,0.97,2,1.1,-8
COc1ccc(/C=C2\SC(=S)N(CC(=O)NCCO)C2=O)cc1,-11,10,-3,-12,0.9,10,1.1,5
CCOC(=O)CCNC(=O)N1CCCC(C(=O)c2ccccc2SC)C1 (stereo not given),3,-5,-7,-20,1,-3,0.97,-4
CCN(CC)C(=O)CN(C#N)c1nc(C)cc(C)n1,10,-4,-3,-7,0.91,9,0.9,-10
O=C(NNC(=O)C1CCCO1)c1ccc(Br)cc1 (stereo not given),-17,-6,-6,2,0.95,4,1.2,-2
COc1cc(NC(=O)CSc2nnnn2C2CCCC2)cc(OC)c1,12,-4,0,-5,0.96,4,0.88,-7
COc1ccccc1C(=O)NC(C)c1ccc(-n2ccnc2)cc1 (stereo not given),-18,-5,3,0,1,-2,1.2,2
O=C(CNC(=O)c1ccc(Br)cc1)OCc1cc([N+](=O)[O-])cc2c1OCOC2,-2,-1,-2,0,1,-2,1,4
CCC1CCC(C(=O)NC(C(=O)Nc2ccc3c(c2)OCCO3)C(C)C)CC1 (stereo not given),10,9,-2,4,1.1,-6,0.9,-5
CCN(CC)C(=O)CSc1nc2ccccc2c(=O)n1-c1cccc(OC)c1,-10,-7,-3,-9,1,-2,1.1,4
COc1cccc(-n2nc(-c3ccnn3-c3ccccc3)c(=O)n(C)c2=O)c1,3,-4,-3,-25,0.97,2,0.97,-4
O=C(Nc1nnc(S(=O)(=O)N2CCOCC2)s1)c1ccc(F)cc1,-4,-5,-3,86*,1.1,-10,1,-5
Cc1ccc(-n2nnc3c(=O)oc4ccccc4c32)cc1,7,4,6,-1,1,0,0.93,-7
Cc1ccc(OCC(=O)O/N=C(\N)Cc2ccc([N+](=O)[O-])cc2)cc1C,6,3,-1,-12,0.95,5,0.94,-1
COC(=O)c1ccc(C(=O)OC)c(NC(=O)C(C)(C)C)c1,-10,-9,1,-6,0.97,2,1.1,-2
O=C(CSCc1c(Cl)cccc1Cl)Nc1ccc2c(c1)OCCO2,-23,7,1,7,1.1,-11,1.2,1
COc1ccc(OCC(=O)NCCc2c[nH]c3ccccc23)cc1,-7,3,-2,6,1,-2,1.1,-4
N#CC1=C(N)N(c2ncn[nH]2)C2=C(C(=O)CCC2)C1c1ccccc1 (stereo not given),6,6,2,-12,0.83,17,0.94,4
Cc1ccc(C(=O)Nc2ccsc2C(=O)O)cc1,8,-4,-2,19,1,-3,0.92,-2
O=c1c2oc3ccccc3c2ncn1Cc1ccccc1F,5,-6,-1,-2,1,0,0.95,-3
O=C(O)CCCCCN1C(=O)C(O)=C(C(=O)/C=C/c2ccccc2)C1c1ccccc1[N+](=O)[O-] (stereo not given),5,-2,-2,-32,0.98,2,0.95,3
CC(=O)c1c(C)nc(Nc2nc(C)c3cc(C)ccc3n2)nc1C,-3,-1,2,-16,0.95,5,1,-2
CCN1CCN(C(c2ccccc2F)c2nnnn2Cc2ccc3c(c2)OCO3)CC1 (stereo not given),7,-8,-2,4,0.98,2,0.93,7
Cc1ccc2c(Cl)cc(Cl)c(OCC(=O)Nc3ccc(C)c(S(=O)(=O)N(C)C)c3)c2n1,4,.,-3,.,0.99,1,0.96,.
O=C(c1c[nH]c(C(=O)C(Cl)(Cl)Cl)c1)c1ccccc1F,-3,-9,1,-6,0.97,3,1,37*
Cc1c(C(=O)O)oc2c1C(=O)CC(C)(C)C2,11,5,-2,4,0.97,3,0.89,-13
CCCc1n[nH]c(=O)c2c1nnn2Cc1ccccc1F,12,-11,0,0,1.1,-9,0.88,-3
O=C(O)C1=C[C@@H](c2csc3ccccc23)C[C@@H](OCCCCO)O1,-22,0,-5,-2,1.1,-10,1.2,-4
Cc1ccn2c(=O)nc(SCC(=O)c3ccc(Cl)cc3)nc2c1,-2,-8,-3,8,0.9,10,1,2
COc1cc(N=Cc2c(CO)cnc(C)c2O)cc(OC)c1OC,-11,3,2,63*,0.94,6,1.1,1
COc1cc(SC)ccc1C(=O)NCCN1CCOCC1,2,-5,-1,-6,0.95,5,0.98,-4
CC1C(=O)N2CCCc3cc(S(=O)(=O)NCc4ccccc4Cl)cc1c32 (stereo not given),-33,0,-4,-11,0.91,10,1.3,2
O=[N+]([O-])c1cc(CN2CCN(c3ccccc3)CC2)c(O)c2ncccc12,10,2,1,2,0.87,13,0.9,17
COc1ccccc1C(=O)Nc1ccnn1C1CCN(C/C=C/c2ccccc2)CC1,5,-11,-5,11,0.97,3,0.95,-15
COc1cccc(OC)c1C(=O)NCCOc1cc(C)cc(C)c1,5,-8,0,7,0.99,1,0.95,-4
O=C(CN1C(=O)S/C(=C\C=C\c2ccccc2)C1=O)NC1CCS(=O)(=O)C1 (stereo not given),-27,-5,-1,5,0.88,12,1.3,2
Cc1cccc(NC(=S)NCCSc2ccc(Cl)cc2)c1,-14,51*,2,6,2.2*,-123,1.1,1
Cn1cccc1CNC(=O)Nc1ccc(Cl)cc1,0,-2,6,-8,1.2,-19,1,-15

# Reformatted: results already given
hIAP inh | ATG4B inh | A3A deaminase | PfG6PD inh | mIAP activ | mIAP block | hIAP activ | HKDC1 inh | smiles
-3 | -9 | 1 | -6 | 0.97 | 3 | 1 | 37* | O=C(c1c[nH]c(C(=O)C(Cl)(Cl)Cl)c1)c1ccccc1F
10 | 2 | 1 | 2 | 0.87 | 13 | 0.9 | 17 | O=[N+]([O-])c1cc(CN2CCN(c3ccccc3)CC2)c(O)c2ncccc12
12 | -11 | 0 | 0 | 1.1 | -9 | 0.88 | -3 | CCCc1n[nH]c(=O)c2c1nnn2Cc1ccccc1F

# (more compounds)
SMILES,hIAP inh,ATG4B inh,A3A deaminase,PfG6PD inh,mIAP activ,mIAP block,hIAP activ,HKDC1 inh
COC(=O)Cn1c(=O)c2c(nc3n2CCCN3CCc2ccc(OC)c(OC)c2)n(C)c1=O,13,-9,-5,2,0.98,2,0.87,-3
O=C(NC1CC1)c1cc(F)c(F)cc1Cl,-8,-9,4,19,0.92,8,1.1,-10
COC(CNC(=O)c1cc(C)nn1-c1ccccc1)OC,17,-7,2,-7,1,-1,0.83,4
CCOc1cc2[nH]c(=O)n(CCCCC(=O)N3CCCCCC3)c(=O)c2cc1OCC,-20,-16,0,-3,1.1,-13,1.2,8
Cc1ccc2nc(-c3cccc(SC4CCCCC4)c3)c(NCc3ccccc3)n2c1,13,26,2,21,1.2,-16,0.87,0
COc1ccc(C(=O)NCCN2CCCC2)cc1OC,0,-1,-3,-12,1,-4,1,-1
COc1ccc(CNC(=O)c2coc(=O)c3ccccc23)cc1,0,0,2,-3,1,-3,1,0
COc1cccc(CN2CCNC(=O)C2CC(=O)N(C)CCc2ccccn2)c1 (stereo not given),-10,-3,2,-16,1.1,-9,1.1,-4
CC(=O)N1CCC(C(=O)NC2CC(C)(C)Cc3c2cnn3-c2ccc(F)cc2)CC1 (stereo not given),-12,-6,-1,0,0.94,6,1.1,-7
Nc1ccc(C(=O)NCC(=O)O)cc1,17,7,-2,-11,1,-4,0.83,-6
CCOCCCNC(=O)CNC(=S)N(Cc1ccc(C)cc1)Cc1ccco1,-4,-5,2,17,0.9,10,1,1
Cc1nc2ccc(NS(=O)(=O)c3ccc(F)c(F)c3)cc2s1,10,-35,-4,-18,1.1,-6,0.9,1
Cc1ccccc1NC(=O)c1cccc(S(C)(=O)=O)c1,4,-1,2,-4,1,-2,0.96,-12
O=C(CCNC(=O)c1ccc([N+](=O)[O-])cc1)Nc1cccc(S(=O)(=O)N2CCCCCC2)c1,-7,-51,-4,-8,0.93,7,1.1,2
CCOc1ccc(S(=O)(=O)N2CCN(Cc3ccc4c(c3)OCO4)CC2)cc1OCC,9,5,0,-6,1,-4,0.91,4
O=C(CSc1nnc(Cc2ccc3c(c2)OCO3)n1C1CCCCC1)NC1CCCC1,-2,-2,6,0,0.91,9,1,-1
COCCNC(=O)CCC1CCN(C/C=C/c2ccccc2OC)CC1,15,1,-6,-6,1.1,-14,0.85,-5
CCOC(=O)c1[nH]c(=O)[nH]c1CNc1ccccc1C#N,2,-7,-8,16,0.98,2,0.98,4
Cc1cc(C(=O)COC(=O)C2=COCCO2)c(C)n1-c1cccc(F)c1,6,-8,-4,23,0.98,2,0.94,2
CCc1ccc2nc(SCC(=O)Nc3nnc(C)s3)c(C)cc2c1,9,2,1,-5,1.1,-6,0.91,7

# As entered above:
# Reading for CC(=O)N1CCC(C(=O)NC2CC(C)(C)Cc3c2cnn3-c2ccc(F)cc2)CC1 (stereo not given) in hIAP activ: 1.1
# Reading for Cc1nc2ccc(NS(=O)(=O)c3ccc(F)c(F)c3)cc2s1 in PfG6PD inh: -18
# Reading for COc1ccc(CNC(=O)c2coc(=O)c3ccccc23)cc1 in mIAP block: -3
# Reading for Nc1ccc(C(=O)NCC(=O)O)cc1 in ATG4B inh: 7

# Other compounds:
SMILES,hIAP inh,ATG4B inh,A3A deaminase,PfG6PD inh,mIAP activ,mIAP block,hIAP activ,HKDC1 inh
CC1(C)CC(n2c(=S)[nH]c3ccccc3c2=O)CCO1 (stereo not given),-7,-4,-3,19,0.98,2,1.1,-1
O=C(/C=C/c1ccc2c(c1)OCO2)c1ccc[nH]1,18,-6,-2,8,0.89,11,0.82,-3
CO/N=C(/CS(=O)Cc1ccc(Cl)cc1)c1ccc(Cl)cc1 (stereo not given),9,-3,-3,2,0.94,6,0.91,-2
COc1ccc(CCN(C)C(=O)c2ccc3c(=O)n4c(nc3c2)CCCCC4)cc1OC,-4,-4,-3,4,0.99,1,1,-4
Cc1cccc(OCC(=O)Nc2ccc3c(c2)nc(CN2CCCCC2)n3C)c1,-20,23,1,-2,1,0,1.2,-1
CCOCCCNC(=O)CN1C(=O)COc2ccc(S(=O)(=O)N3CCOCC3)cc21,27,4,-3,1,0.99,1,0.73,-8
COc1cccc(NC(=O)[C@H](C)NC(=O)C2CCN(S(=O)(=O)c3ccc(C)cc3)CC2)c1,-2,-3,-7,-3,1.1,-6,1,17
COc1ccc(C2=Nn3c(nnc3-c3ccco3)SC2)cc1OC,-10,-5,-3,-20,1,-4,1.1,5
COc1ccc(CCNC(=O)CN2C(=O)CSc3ccc(S(=O)(=O)N4CCOCC4)cc32)cc1OC,-7,-3,-6,-12,1,-1,1.1,-5
COC(=O)C(NC(=O)c1ccc(OC)cc1)(Nc1ncc(S(=O)(=O)c2ccc([N+](=O)[O-])cc2)s1)C(F)(F)F (stereo not given),-6,-22,-2,3,0.89,11,1.1,5

# Compound activity: PubChem BioAssay, Sanford-Burnham Center for Chemical Genomics
